Screening data from PubChem.
DAX1 inh-1 = NR0B1 (DAX1) inhibition. HEK293 Gal4-DAX1 luciferase reporter, luminescence. 0.99% of 340,000 active. inhibition, % at 6.75 µM. AID 504766. P51843;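 active means inhibition above the mean over all tested compounds plus 3 SD, cut at about 4.2% in these data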;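 further: 0% = DAX1-transfected cells with DMSO and 100% = empty-vector control cells with DMSO; inhibition shows as a rise in luminescence from relieved DAX1 repression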
Target sequence (P51843 207-470 limits assumed): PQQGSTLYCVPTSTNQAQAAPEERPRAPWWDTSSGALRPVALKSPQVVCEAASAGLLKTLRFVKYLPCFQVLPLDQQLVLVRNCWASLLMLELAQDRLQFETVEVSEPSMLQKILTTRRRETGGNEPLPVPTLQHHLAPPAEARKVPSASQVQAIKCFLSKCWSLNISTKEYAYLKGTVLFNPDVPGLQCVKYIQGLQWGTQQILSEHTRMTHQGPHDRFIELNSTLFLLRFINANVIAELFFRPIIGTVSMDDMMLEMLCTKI
ADAM10 inh = ADAM10 inhibition, QFRET primary screen. recombinant ADAM10, EDANS/DABCYL FRET peptide cleavage, 3 h. AID 720582. 0.62% of 370,000 active. O14672. inhibition, % at 7 µM;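 active means inhibition above a per-campaign cutoff equal to the mean of compounds falling between control-based bounds plus 3 SD, cut at about 20% in these data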;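 further: 0% = DMSO wells while the 100% control is not disclosed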
GC-A act = GC-A (human) enzyme activation; activation, % at 10 µM; 0.14% of 370,000 active; P16066; HEK293 GC-A cells, cGMP TR-FRET, EC30 ANP; 0% at EC30 ANP, 100% saturating ANP; AID 1671463; in the data active means activation above about 40%
ADAM17 inh = ADAM17 inhibition, QFRET primary screen. recombinant ADAM17, EDANS/DABCYL FRET peptide cleavage. AID 720648. inhibition, % at 6.95 µM. P78536. 0.83% of 370,000 active;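 active means inhibition above the mean of compounds lying between control limits plus 3 SD, set per campaign, cut at about 8.5% in these data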;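 further: 0% = DMSO-only wells as the low control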
Target sequence (P78536 215-824 limits assumed): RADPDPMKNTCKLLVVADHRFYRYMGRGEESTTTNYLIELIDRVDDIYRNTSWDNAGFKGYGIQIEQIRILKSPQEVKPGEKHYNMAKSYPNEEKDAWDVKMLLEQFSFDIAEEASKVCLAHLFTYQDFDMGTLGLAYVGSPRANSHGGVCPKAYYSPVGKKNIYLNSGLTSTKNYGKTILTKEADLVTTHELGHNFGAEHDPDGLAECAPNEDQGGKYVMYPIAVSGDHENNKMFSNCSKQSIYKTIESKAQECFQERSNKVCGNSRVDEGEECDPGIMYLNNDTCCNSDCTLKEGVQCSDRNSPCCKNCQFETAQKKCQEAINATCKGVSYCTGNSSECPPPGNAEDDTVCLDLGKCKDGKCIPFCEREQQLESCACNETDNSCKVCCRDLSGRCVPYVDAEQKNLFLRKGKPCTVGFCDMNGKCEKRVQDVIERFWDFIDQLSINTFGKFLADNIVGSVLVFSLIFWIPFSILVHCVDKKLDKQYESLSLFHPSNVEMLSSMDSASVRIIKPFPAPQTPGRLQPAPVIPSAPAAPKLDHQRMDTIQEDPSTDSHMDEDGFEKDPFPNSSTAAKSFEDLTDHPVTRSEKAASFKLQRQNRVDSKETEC
ssDAF-12 act = S. stercoralis DAF-12 activation, primary screen; HEK293 ssDAF-12/GRIP1 lit1-tk-luc reporter, luminescence; % of 3 µM dafachronic acid response; activation, % at 6.8 µM; 1% of 370,000 active; AID 652126;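 active means activation above the mean over all tested compounds plus 3 SD, cut at about 0.9% in these data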;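 further: 0% = DMSO-only wells and 100% = 3 µM delta7-dafachronic acid wells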
PG9 Ab binder = binds the HIV-1 gp120 antibody PG9; inhibition, % at 6.7 µM; TR-FRET gp120-PG9 antibody binding; 0.43% of 360,000 active; in the data active means inhibition above about 8.5%
DAX1 inh-2 = blocks DAX1 repression of SF-1 activated StAR promoter; AID 652010; 1.1% of 370,000 active; inhibition, % at 6.8 µM; HEK293T StAR-luciferase reporter, SF-1/DAX-1 repression relief;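 active means inhibition above the mean over all tested compounds plus 3 SD, cut at about 3.6% in these data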;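 further: 0% = DAX-1 cells with DMSO and 100% = cells lacking DAX-1 with DMSO; higher inhibition means more luminescence from relief of DAX-1 repression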
hgDAF12 agonist = hgDAF-12 agonism, primary luciferase screen | HEK293 GAL4-hgDAF12 UAS-luciferase reporter, agonist luminescence; normalized to butyrate control | 1.8% of 370,000 active | AID 687014 | activation, % at 6.8 µM;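 active means activation above a cutoff set at the mean of all screened compounds plus 3 SD, cut at about 10% in these data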;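 further: 0% = DMSO wells and 100% = sodium butyrate wells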
hcDAF-12 act = activates DAF-12 receptor from parasite H. contortus | HEK293 hcDAF-12 lit1-tk-luc reporter, luminescence; 0% DMSO, 100% Δ7-dafachronic acid | activation, % at 6.8 µM | 1.4% of 370,000 active | AID 652067;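 active means activation above the mean of all tested compounds plus 3 SD, cut at about 5.5% in these data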;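 further: 100% = response to 3 µM Δ7-dafachronic acid high control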
FXN GAA850 act = frataxin GAA850 promoter activation; HEK293 lucGAA850 FXN promoter luciferase reporter, 24 h; percent of 10 µM SAHA response; activation, % at 6 µM; 0.56% of 360,000 active;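 active means activation above the average of all compounds screened plus 3 SD, cutoff fixed separately per campaign, cut at about 7.5% in these data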;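 further: 0% = DMSO wells and 100% = 10 µM SAHA wells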
SMARCA2 activ = activators of SMARCA2 function; activation, % at 9.1 µM; 1% of 370,000 active; MG213 cells, MMTV-luciferase reporter, dexamethasone, overnight; AID 652017; in the data active means activation above about 7.8%;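 further: 0% = vehicle wells and 100% = reference activator wells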
The depositor's hits bear a star; nt = not tested or not shown.

No.	Structure	DAX1 inh-1	ADAM10 inh	GC-A act	ADAM17 inh	ssDAF-12 act	PG9 Ab binder	DAX1 inh-2	hgDAF12 agonist	hcDAF-12 act	FXN GAA850 act	SMARCA2 activ
1	O=C(Cn1c(=O)oc2cc(S(=O)(=O)N3CCCC3)ccc21)NC1CCCc2ccccc21 (configuration not stated)	-1.4	-6	1	1	-1.0	2.4	-0.3	-1.7	1.1	-1.9	-2
2	Nn1c(C2CCC2)nc2ccccc2c1=O	-0.4	5	0	1	-0.7	-2.5	-0.1	0.1	-1.6	1.4	1
3	Cc1ccc(-c2csc3ncnc(SCC(=O)O)c23)cc1	1.6	-1	3	-2	-1.1	1.4	-0.3	-2.3	-0.5	1.9	-2
4	COc1ccccc1N1CCN(C2CC(=O)N(c3ccccc3)C2=O)CC1 (configuration not stated)	-1.9	3	3	1	-1.3	-0.7	-0.1	-1.5	-1.8	0.5	0
5	CCn1c(=O)n(CC)c2cc(NC(=O)c3ccccc3Cl)ccc21	0.4	-1	0	2	0.3	0.6	0.2	-1.6	-2.0	1.8	2
6	O=C(COc1ccc([N+](=O)[O-])cc1)NNC(=O)C1COc2ccccc2O1 (configuration not stated)	0.2	3	4	6	-0.7	-2.4	0.6	-3.3	-1.0	0.7	-5
7	O=C1ON=C(c2ccccc2)/C1=C/c1ccco1	0.6	-11	36	-6	-1.4	-1.1	1.3	-0.7	1.3	-1.9	-1
8	Cc1ccc(C#N)c(SCCN2CCCCC2)n1	-0.8	-8	-21	-4	0.0	-0.8	0.6	2.2	1.1	1.4	0
9	Cc1cc(C)nc(SCC(=O)Nc2ccc(Br)cn2)n1	-0.3	0	-1	-3	-1.5	-0.5	-0.5	1.6	-1.6	-1.6	0
10	CCC(C)NC(=O)c1ccccc1NC(=O)/C(=C/c1ccc(OC)cc1)c1ccccc1 (configuration not stated)	-2.2	-1	-1	-7	-0.6	-0.7	-0.7	-3.7	0.4	0.0	0
11	Cc1nc2nc(SCC(=O)NCCN3CCOCC3)nn2c(C)c1Cc1ccccc1	1.0	0	1	-2	-1.4	1.7	0.8	-2.0	-1.1	-2.6	-2
12	CCn1c(SCC(=O)NC2CC2)nnc1-c1ccc(F)cc1	1.1	-12	2	1	-0.7	-1.1	-1.6	1.7	0.2	-0.2	2
13	COC(=O)[C@]12C[C@H](CC(=O)NCc3cccc(C(F)(F)F)c3)C(=O)N(CCC3=CCCCC3)C1=C[C@H](COCc1ccccc1)O[C@@H]2C	nt	-1	6	4	-1.7	-0.2	-1.3	-1.1	-1.6	nt	-5
14	Cc1ccnc(NC(c2ccsc2)c2ccc3ccc(C)nc3c2O)c1 (configuration not stated)	4.9*	6	0	4	-1.2	-0.5	-1.6	-7.5	-0.8	1.0	7
15	COc1ccc(OC)c(NC(=O)C2CCCN(S(=O)(=O)c3cccc4nonc34)C2)c1 (configuration not stated)	-0.8	1	0	-2	-1.4	-1.3	-0.4	-1.2	1.6	0.2	1
16	Cc1cc2ccccc2n1CCNC(=O)Cc1ccccc1	0.5	-17	5	-6	-0.5	0.8	-0.5	1.6	4.2	-0.3	-1
17	CSc1cccc(CN2CCC(CO)(Cc3ccccc3)CC2)c1	-0.6	0	0	-4	-0.9	-0.5	-0.1	0.0	0.6	-0.3	0
18	O=C(Nc1ccc([N+](=O)[O-])cc1)NN1CCCCCC1	-1.6	-9	3	-2	-1.3	-1.6	-0.6	1.5	-0.3	2.1	-2
19	O=C(O)CCCCCCCCCC(=O)c1cccs1	-1.4	3	3	5	-0.4	-0.4	-0.5	-0.7	-0.6	-2.8	-3
20	Cc1cc(Oc2ccc(-c3ccccc3)cc2)nc(N2CCOCC2)n1	-1.2	-5	4	-1	-1.5	1.1	1.3	-0.6	-0.1	2.1	-1
21	CCN(CC)c1ccc(NC(=O)c2ccc(Cl)nc2)cc1	-2.9	2	-3	0	-0.7	-8.6	-2.4	5.9	1.1	-1.8	-6
22	Cc1cc2nc(C3CCN(CC4COc5ccccc5O4)CC3)[nH]c2cc1C (configuration not stated)	0.3	8	-4	0	-1.6	1.3	-0.8	0.1	-2.2	-2.3	-3
23	NS(=O)(=O)c1ccc(NC(=O)c2cccc3cc4ccccc4nc23)cc1	-1.2	-13	-9	0	0.9*	3.9	-2.9	1.1	-2.6	-0.7	1
24	CSCCC(NC(=O)c1cccc(C)c1)C(=O)Nc1sccc1C(N)=O (configuration not stated)	-0.6	2	-2	2	-0.9	-1.1	-0.1	2.2	-2.6	-2.0	-4
25	CO[C@H]1CN(C)C(=O)c2cc(NC(=O)C3CCOCC3)ccc2OC[C@H](C)N(Cc2nccs2)C[C@H]1C	nt	-1	0	-4	-0.8	-2.0	-0.6	-0.8	0.6	nt	-1
26	CCOC(=O)Cn1nc(C)n(-c2ccc(F)cc2)c1=O	1.5	-5	-1	-6	-2.1	-1.1	0.0	1.2	-1.5	-1.8	-5
27	CC(C)[C@@H](CO)N(C)S(=O)(=O)c1ccccc1Br	0.3	8	-2	1	-0.3	-1.0	-1.0	2.0	-0.8	0.9	2
28	CC(=NNc1ccc([N+](=O)[O-])cn1)c1ccccc1	1.1	-3	-2	3	0.0	-1.2	2.3	13*	1.1	2.1	8
29	Cc1ccc(OCC(=O)N2CCN(S(=O)(=O)c3ccc4c(c3)OCCO4)CC2)c(C)c1	0.1	8	-8	2	-1.5	-0.3	-2.2	-2.7	-2.7	4.0	1
30	COc1ccc(CNC(=O)CN(c2ccc(C)cc2)S(=O)(=O)c2c(C)nn(C)c2C)cc1	-0.1	3	-1	1	-1.5	0.6	0.4	0.1	0.4	1.1	-1
31	COCCNC(=O)c1cc(S(=O)(=O)N2CCOCC2)ccc1SCc1cccc(OC)c1OC	-0.1	-9	-2	-5	-1.1	-0.8	0.1	-1.0	-1.4	1.4	-5
32	CCN1CCC2(CC1)N=C(c1ccc(F)cc1)C(=S)N2	0.0	-3	-1	-2	-1.3	-1.2	-0.5	1.6	-0.5	1.3	1
33	CCOc1nc(-c2ccc(OC)cc2)ccc1-c1noc(-c2ccncc2)n1	1.0	9	1	-4	-1.5	-1.4	0.6	-1.4	-1.8	2.2	0
34	O=C(CSCc1ccccc1Cl)N1CCN(c2ccccn2)CC1	0.1	-14	0	-8	-0.7	-0.1	1.4	4.8	-0.5	6.1	3
35	CCOC(=O)C(C)Oc1cccc2c(=O)n(CC(=O)Nc3ccc4c(c3)OCCO4)ccc12 (configuration not stated)	-0.1	-7	0	-1	-0.8	-1.0	-2.1	8.9	-0.6	11*	-3
36	CCOC(=O)CC1(c2ccccc2)CCOC(C)(C)C1 (configuration not stated)	-1.5	-2	2	-3	-0.5	-0.3	-1.0	0.1	-0.2	1.5	0
37	O=S1(=O)c2c(cccc2N2CCC[C@@H]2CO)O[C@H]2CCN1C2	nt	3	4	-2	-0.8	nt	0.8	2.4	-1.7	nt	-2
38	O=C(NCc1ncc(C(F)(F)F)cc1Cl)Nc1ccccc1	-0.4	9	-2	0	-1.2	-0.5	-0.1	0.1	0.4	3.6	-1
39	COc1ccc(C(CNC(=O)Cc2ccccc2)N2CCCCC2)cc1 (configuration not stated)	-1.3	0	-5	-2	-1.1	-1.3	1.3	0.4	0.9	-0.1	-1
40	CN(c1cnn(-c2ccccc2)c(=O)c1Cl)n1cccc1	1.3	-5	2	-7	-1.3	-1.1	0.5	1.9	-0.7	1.2	4
41	CCc1ccc(-c2ccc3nnc(SCC(=O)NCC4CCCO4)n3n2)cc1 (configuration not stated)	0.5	-227	1	-64	-1.5	-0.1	1.3	-1.3	-1.6	0.4	-3
42	Cc1nn(Cc2ccc(F)cc2)c(C)c1NC(=O)c1cnn2cccnc12	-1.1	-2	-7	-1	-1.8	0.3	-1.1	2.6	-2.6	-1.5	-4
43	OCC1OC(Oc2cccc3ccccc23)C(O)C(O)C1O (configuration not stated)	-0.5	-2	3	-4	-1.0	-2.1	-0.3	0.5	-0.2	0.7	0
44	CCc1ccc2[nH]c(C(=O)Nc3ccc(F)cc3Br)cc2c1	-1.0	-11	-1	-5	0.9	1.1	0.3	1.3	3.6	1.6	-2
45	O=C1c2cccc3cccc(c23)N1Cc1cccc(F)c1	0.8	-61	7	-22	-1.9	-1.9	0.0	-1.6	0.1	2.2	2
46	COc1ccc(C2c3[nH]c4ccccc4c3CCN2CCCn2cccn2)c(F)c1 (configuration not stated)	3.7	-19	4	-9	-0.3	0.8	-0.2	2.4	1.8	-3.2	0
47	Cc1noc(-c2ccccc2)c1NC(=O)Nc1ccccc1	2.1	-1	-3	0	-1.9	0.0	0.3	-1.0	-1.4	1.0	-2
48	Cc1cccc(C(=O)NCC(c2ccc(F)cc2)N2CCOCC2)c1 (configuration not stated)	3.7	-2	-1	-4	-1.0	-1.7	0.3	6.8	-0.7	3.1	-2
49	O=C(CN1C(=O)c2ccccc2C1=O)Nc1ccccc1C(=O)NC1CCCCCC1	0.3	13	-1	-1	-0.8	1.1	0.0	1.1	-1.0	1.8	1
50	Cc1ccc(/C=N/NC(=O)C2COc3ccccc3O2)s1 (configuration not stated)	-0.7	-8	-2	-3	-1.1	-2.1	-2.6	5.2	-0.2	-1.1	2
51	Cc1ccc(OCC(=O)N2CCOCC2)cc1C	-0.2	-3	1	-5	0.0	-0.6	0.7	5.9	3.9	4.2	0
52	COc1cc(OC)c(OC)cc1/C=C1\CCC/C(=C\c2cc(OC)c(OC)cc2OC)C1=O	-1.0	-66	28	-34	-1.3	-2.7	-0.8	-4.3	-1.9	0.8	-3
53	Cc1cccc(S(=O)(=O)NCCC(=O)OCC(=O)Nc2ccc(C#N)cc2)c1	0.4	6	-1	-1	-1.0	2.3	-0.4	3.3	-1.6	-1.1	-1
54	COCCCNC(=O)C1CC(=O)N(CCc2ccccc2)C1 (configuration not stated)	-0.3	4	4	-3	-0.9	-3.8	-0.5	-2.0	-0.2	-0.2	1
55	O=C(Nc1ccccc1N1CCCC1)c1ccc(Cl)c(S(=O)(=O)N2CCOCC2)c1	-0.3	-5	-5	-3	-1.1	-2.6	-1.8	-1.1	-1.6	-0.8	3
56	COC(=O)c1ccccc1S(=O)(=O)N1CCC(NC(=O)C(Cc2cccc(OC)c2OC)NC(C)=O)CC1 (configuration not stated)	-0.9	-6	7	-3	-0.9	2.2	-0.2	-0.5	-0.2	1.4	0
57	Cc1ccnc(SCc2cn3c(C)cc(C)nc3n2)n1	-0.8	-445	-1	-149	-0.6	-1.5	0.2	1.3	-0.8	1.2	-4
58	CCOC(=O)[C@]12CCCC=C1N(Cc1ccc(OC)cc1)C(=O)[C@@H]2CC(=O)NCc1ccccc1	nt	2	-3	-3	-1.2	nt	-0.3	0.1	-1.6	nt	-2
59	O=C(CCc1c[nH]c2ccccc12)N=Nc1c(O)[nH]c2ccccc12	-1.0	0	-4	2	-1.4	-5.3	-0.7	0.4	-2.2	0.5	1
60	O=C(CSC(=S)N1CCCCC1)Nc1ncc2c(n1)CC(c1ccco1)CC2=O (configuration not stated)	nt	-7	1	-2	-1.2	0.3	0.0	-1.4	-0.7	1.7	-1
